RmlCD inh mix: RmlC/RmlD inhibition, mixture screen | RmlC/RmlD coupled enzyme inhibition, 384-well mixture HTS | 110,000 tested, 0.39% active | AID 1532 | inhibition, % at 5.5 µM; in the data active means inhibition above about 30%, passing the limit was not always enough; further: strong numbers were not always called active
HIV RNase H inh: blocks HIV-1 RNase H cleavage of RNA/DNA duplex | P04585 | RT-RNase H RNA/DNA duplex cleavage, fluorescence | inhibition, % at 10 µM | 65,000 tested, 1.9% active | AID 565; in the data active means inhibition above about 50%
Numbers without * were called inactive; . = no result given. Only part of the results is shown; rates above refer to the full screens.

Molecule	RmlCD inh mix	HIV RNase H inh
COc1cccc(-c2cc(C(=O)Nc3cc(C)n(Cc4ccc(Cl)cc4)n3)no2)c1	6	15
COc1ccc(Cl)cc1N1Cc2ccccc2C1	-20	.
CN(NC(=O)c1ccc(Cl)cc1Cl)C1=NS(=O)(=O)c2ccccc21	-6	.
O=C1CC(N2CCN(Cc3ccccc3)CC2)C(=O)N1c1ccccc1 (centres undefined)	-7	13
Cc1ccc(-c2csc3ncn(-n4c(C)ccc4C)c(=O)c23)o1	43	7
O=C(CCCOc1ccccc1)Nc1ccc(S(=O)(=O)N2CCOCC2)cc1	9	-5
CCOc1ccc(CCNC(=O)COC(=O)c2cccnc2OCC)cc1OCC	-59	.
Cc1nc2ncnn2c(C)c1CCC(=O)N1CCN(C(=O)c2ccco2)CC1	-5	2
CCN(CC)c1ccc2cc(-c3nc4ccccc4[nH]3)c(=O)oc2c1	30*	-66
CN1/C(=C\C=Nc2ccc3ccccc3c2)C(C)(C)c2ccccc21	-4	.
O=C(COc1cccc2ccccc12)N/N=C/c1ccc(Sc2nc3ccccc3s2)o1	8	.
COc1ccc(Cl)cc1Nc1cc(C)nc2nc(C)nn12	.	-12
C=Cn1ccnc1P(=S)(c1nccn1C=C)c1nccn1C=C	-9	.
Cc1ccc(C(=O)NC(=S)NNC(=O)c2ccccc2[N+](=O)[O-])cc1	4	.
CC(C)C(=O)N1CCN(c2nc(-c3ccccc3)c3c(c2C#N)CCCC3)CC1	-30	-10
COc1ccc(S(=O)(=O)NCc2ccccc2Cl)cc1OC	-5	-10
CCc1cc(-c2n[nH]c(=S)n2N)n(C)n1	4	.
CCOC(=O)COc1c(C=O)cc(Br)cc1OC	11	.
O=C(Cc1cccs1)Nc1ccc(-c2nnn(CC(=O)N3CCOCC3)n2)cc1	-7	28
CCOC(=O)C1CCN(C(=O)Cc2ccc(OC)c(OC)c2)CC1	4	0
Cc1ccc(S(=O)(=O)N2CCC(=O)N(CCOC(=O)Nc3ccc(F)cc3)CC2)cc1	-10	.
Cc1cc(=O)oc(C)c1C(=O)NC1CC(C)(C)NC(C)(C)C1	-16	0
Cc1ccc(CN(C(=O)c2c(F)cccc2F)C2CC(C)(C)NC(C)(C)C2)o1	-12	-12
Cc1cc(Cl)c(S(=O)(=O)NCc2cccnc2)cc1OCC(=O)NC1CCCCC1	8	.
Cc1nn(-c2ccccc2)c(C)c1P(=O)(c1ccccc1)N(C)C (centres undefined)	6	-8

Laid out differently: entries from further up.
Compound: Cc1ccc(S(=O)(=O)N2CCC(=O)N(CCOC(=O)Nc3ccc(F)cc3)CC2)cc1
  RmlCD inh mix: -10
  HIV RNase H inh: .

Compound: Cc1cc(=O)oc(C)c1C(=O)NC1CC(C)(C)NC(C)(C)C1
  RmlCD inh mix: -16
  HIV RNase H inh: 0

Structures listed so far that have fluorine, in the order listed:
Molecule	RmlCD inh mix	HIV RNase H inh
Cc1ccc(S(=O)(=O)N2CCC(=O)N(CCOC(=O)Nc3ccc(F)cc3)CC2)cc1	-10	.
Cc1ccc(CN(C(=O)c2c(F)cccc2F)C2CC(C)(C)NC(C)(C)C2)o1	-12	-12

(more compounds)
Molecule	RmlCD inh mix	HIV RNase H inh
Cc1c(C(=O)Nc2nccs2)sc2nc(-c3cccs3)cc(C(F)(F)F)c12	-20	.
COc1cccc(-n2c(Cc3cc(=O)[nH]c(=O)[nH]3)nnc2SCC(=O)N2CCC(C)CC2)c1	.	-22
Cc1ncc(CC(=O)n2cc(C(=O)c3cc(Cl)ccc3O)cn2)s1	-10	-9
ONC(=Nc1ccc(Cl)cc1)c1ccc(Cl)cc1	-14	.
COC(=O)C1=C(C(=O)OC)SC(=C2C(=S)C(C)(C)N(C(=O)C3CC3)c3ccccc32)S1	5	.
O=C(Nc1cccc(C(=O)N2CCOCC2)c1)c1ccccc1	5	.
CCOc1ccc(-c2nnc3sc(COc4ccc(C)cc4)nn23)cc1	-14	-1
Clc1ccc(Cn2ncc3c(N4CCCCC4)ncnc32)c(Cl)c1	-8	-9
CCCN1CCC(=O)N([C@H](CSc2ccc(C)cc2)Cc2ccccc2)CC1	3	.
COC(=O)c1sccc1NC(=S)N1CCCCC1C (centres undefined)	-7	.
CC(C)c1nc2ccccc2c2nnc(SCC(=O)NCc3ccco3)n12	9	-8
O=C(Cn1nnc(-c2ccccc2)n1)Nc1ccccc1N1CCOCC1	12	-4
CCC(=O)c1ccc(OCc2ccc(C(=O)OC)cc2)c(OC)c1	-11	.
COc1cccc(OC)c1C(=O)Nc1ccccc1C(=O)N1CCOCC1	-5	7
CCCCn1nnnc1SCC(=O)Nc1ccc2c(c1)OCO2	-26	-4
CCN=C(NCC)SC1CC(=O)N(c2ccc(F)cc2)C1=O (centres undefined)	-10	.
FC(F)(F)c1cnc(Oc2ccc(-c3nnco3)cc2)c(Cl)c1	-7	-4
Nc1cc(C(=O)OCC(=O)NCC2CCCO2)ccc1Cl (centres undefined)	12	-4
Cc1cccc(N(C)C(=O)COc2cc(=O)n(C)c3ccccc23)c1	-10	-26
CN(C)CCCOC(=O)c1ccc(Cl)cc1	.	-12
CC(OC(=O)C(NC(=O)c1ccco1)C(C)C)C(=O)Nc1ncc(Cl)cc1Cl (centres undefined)	-6	-6
C/C(N)=C(/C#N)C(=O)COC(=O)CSc1ccc2ccccc2c1	-7	.
CCC(=O)N1N=C(c2ccc(NS(C)(=O)=O)cc2)CC1c1ccc(C)cc1 (centres undefined)	131	.
CCOc1cc(S(=O)(=O)N2CCC(c3nc4ccccc4s3)CC2)c(OCC)cc1S(=O)(=O)N1CCCCC1	5	.
CCS(=O)(=O)N1CCC(C(=O)NCCc2ccccc2)CC1	8	-6

Another view of five compounds above:
Every second line gives: RmlCD inh mix | HIV RNase H inh
> Cc1ncc(CC(=O)n2cc(C(=O)c3cc(Cl)ccc3O)cn2)s1
  -10 | -9
> Nc1cc(C(=O)OCC(=O)NCC2CCCO2)ccc1Cl (centres undefined)
  12 | -4
> COC(=O)C1=C(C(=O)OC)SC(=C2C(=S)C(C)(C)N(C(=O)C3CC3)c3ccccc32)S1
  5 | .
> CCS(=O)(=O)N1CCC(C(=O)NCCc2ccccc2)CC1
  8 | -6
> CCCN1CCC(=O)N([C@H](CSc2ccc(C)cc2)Cc2ccccc2)CC1
  3 | .

Carrying on:
Molecule	RmlCD inh mix	HIV RNase H inh
CC1(C)CC(=O)C2=C(C1)Oc1ncn3nc(-c4cccnc4)nc3c1C2c1ccccc1 (centres undefined)	.	-2
COc1ccc(CC(=O)Nc2cc(C)ccn2)cc1	28	-24
Cc1nn(-c2ccc(Cl)c(Cl)c2Cl)c(=O)c2ccccc12	3	.
CCCc1nnc(SCC(=O)N2CCCC(C)C2)n1CCCOC (centres undefined)	3	4
CCOC(=O)N1CCN(C(=O)c2ccc(Cl)c(S(=O)(=O)Nc3ccccc3)c2)CC1	27	-13
Cc1sc2nc(CN(C(=O)NC3CCCCC3)C3CCCC3)[nH]c(=O)c2c1C	-10	.
CCOC(=O)Cn1c(=O)oc2cc(S(=O)(=O)NCCC(C)C)ccc21	4	.
CCOC(=O)C1CCN(C(=O)c2cc3cc4cc(OC)ccc4nc3o2)CC1	26	-23
C=C1c2ccccc2S(=O)(=O)N(Cc2ccccc2)C1COCc1ccccc1 (centres undefined)	-13	.
O=C(NCCN1CCCC1)C1CC(=O)N(C2CCCCC2)C1 (centres undefined)	-4	-9
COc1nn(CC(=O)N2N=C(C)CC2(O)C(F)(F)F)cc1[N+](=O)[O-] (centres undefined)	-12	.
O=[N+]([O-])c1ccc(Sc2n[nH]c(-c3ccccc3)n2)nc1	5	.
COc1cccc(CNC(=O)CCS(=O)(=O)c2cccc3nsnc23)c1	.	-2
CCOC(=O)C(=Cc1ccc(OCc2ccc([N+](=O)[O-])cc2)c(OC)c1)C(=O)OCC	4	.
COc1ccc(-c2cc3ccc(OCc4nn[nH]n4)cc3oc2=O)cc1	94	-13
C/C(=C\c1ccccc1)C(=O)NC1CCSC1=O (centres undefined)	-4	.
Cn1nc(C(F)(F)F)c(/C=N/OC(=O)c2ccccc2Cl)c1SCc1ccccc1Cl	-10	.
O=C(CN1C(=O)C2C3C=CC(C3)C2C1=O)Nc1ccc2nccnc2c1 (centres undefined)	-105	-1
Cc1nc(-c2ccccc2)nc2[nH]c(-c3ccccc3)cc(=O)c12	-9	.
O=C(COn1nnc2ccccc21)NCC1CCCCC1	0	-3
CN(C)S(=O)(=O)N1CCN(S(=O)(=O)c2ccccc2)CC1	-7	-7
Cc1cc(N2C(=O)CCC2=O)n(-c2ccccc2)n1	3	-2
COC(=O)c1ccc(NC(=O)C2C3C=CC(O3)C2C(=O)O)cc1 (centres undefined)	6	-7
C=CCOC(=O)C1=C[C@H](c2csc3ccccc23)C[C@H](OCCCCO)O1	-2	.
Nc1nc(NC(=O)c2cccs2)nn1-c1ccccc1	15	0

Molecule	RmlCD inh mix	HIV RNase H inh
Cc1cccc(NC(=O)CCCCCN2C(=O)c3ccccc3C2=O)n1	.	-62
O=P(C(c1c[nH]c2ccccc12)N1CCOCC1)(N1CCOCC1)N1CCOCC1 (centres undefined)	6	-10
COc1cccc(-c2nnn(CC(=O)Nc3cc(OC)c(NC(=O)c4ccco4)cc3OC)n2)c1	-6	.
COCCNC(=O)CN(C(=O)Cn1nnc2ccccc21)c1ccc(C)c(F)c1	-10	.
CCC1(C(=O)OC)NC(c2cccc(F)c2)C2C(=O)N(C)C(=O)C21 (centres undefined)	5	0
CCCn1nnc(NC(=O)c2sc3ccccc3c2Cl)n1	121	-13
CCOC(=O)c1c(C)oc2c1c(C=NC1CCS(=O)(=O)C1)c(O)c1ccccc12 (centres undefined)	.	6
O=C(C1CCN(c2ccc(N3CCOCC3)nn2)CC1)N1CCN(c2ccc(F)cc2)CC1	21	8
O=C(NCc1ccco1)c1ccc2c(=O)n(-c3ccccc3)c(=S)[nH]c2c1	-6	.
CC(C)c1ccccc1OCCCCCNCCO	12	-8
Cc1ccc(CC(=O)NCC(C)C)cc1	-15	1
COc1ccccc1-n1c(SCC(=O)N(C)C2CCS(=O)(=O)C2)nc2ccccc2c1=O (centres undefined)	-7	1
CCc1ccccc1OCc1nnc(N)s1	-7	-63
CCCC(=O)Nc1ccc(C#Cc2ccccc2)cc1	-3	.
O=C(/C=C/c1ccc(O)cc1)c1c(O)cc(O)cc1O	-9	.
FC(F)(F)c1cccc(Oc2ccc3c(C(F)(F)F)cc(C(F)(F)F)nc3n2)c1	11	.
COc1cc(OC)c(C(=O)Nc2ccc(N(C)C)cc2)cc1OC	18	13
Cc1ccc(O)c(-c2cc(C(=O)NCc3ccncc3)[nH]n2)c1	-9	4
CS(=O)(=O)N(CCc1ccccc1)CC(=O)N1CCN(c2ccccc2)CC1	5	-2
CCOC(=O)C1C(=O)CC(C)(O)C(C(=O)OCC)C1c1ccc(C)s1 (centres undefined)	-5	0
C[C@@](Cc1ccc(O)c(O)c1)(NN)C(=O)O	.	3
O=S(=O)(Nc1nc2ccccc2nc1NCc1ccco1)c1ccccc1	39	2
Cc1cc(OCC(=O)NCCN2CCOCC2)ccc1Br	-4	-8
O=C(NCCCN1CCOCC1)c1c(F)cccc1F	3	-14
CCOC(=O)c1c(NC(=O)c2ccc(Br)o2)sc(C)c1CC	-14	-45

Molecule	RmlCD inh mix	HIV RNase H inh
C/C(N)=C(/C#N)C(=O)CSc1nnc(Nc2c(C)cccc2C)s1	-9	18
CCn1c(C)nc2cc(-c3nc4n(n3)Cc3ccccc3-4)ccc21	-7	-22
CSc1ccc(Cl)c(C(=O)OCC(=O)N2CC(C)OC(C)C2)c1 (centres undefined)	9	2
Cc1nc2c(ccc3nc(NC(=O)c4ccc(S(=O)(=O)N(C)C)cc4)sc32)s1	-8	1
CCCNC(=O)NC(=O)COc1c(F)c(F)cc(F)c1F	0	.
C[C@@H]1CC=C[C@H]2[C@H]1C(=O)N(Cc1ccccc1)[C@H]2c1ccc(-c2ccc(N(C)C)cc2)cc1F	-61	.
COc1ccccc1C(=O)Nc1ccc(S(=O)(=O)N2CCc3ccccc32)cc1	7	.
CCCCOC(=O)CSc1nnc(-c2cc(OC)c(OC)c(OC)c2)o1	5	-3
CN(CC(=O)Nc1cccnc1)S(=O)(=O)c1ccccc1	-3	.
O=C(CCC(=O)OCC(F)(F)C(F)F)NCc1ccccc1	-4	-6
CC(=O)c1sc(NC(=O)C=C(C)C)nc1C	-2	-1
Cc1ccc(CNC(=O)C2CC(c3cccc([N+](=O)[O-])c3)=NO2)o1 (centres undefined)	-70	.
CCOC(=O)NC(Nc1nnc(SCC)s1)(C(F)(F)F)C(F)(F)F	-6	-2
CC1CCN(c2nncc3ccccc23)CC1	-11	-44
O=C(c1ccc(Cl)c(Cl)c1)N1CCC(=O)N(C(COCc2cccc(C(F)(F)F)c2)Cc2ccccc2)CC1 (centres undefined)	-11	.
COc1ccc(NC(=O)C2C(=O)NC3(C)CC2c2ccccc2O3)cc1 (centres undefined)	-2	-6
CC(C)C(=O)NC(=S)Nc1ccccc1C(=O)Nc1ccccc1	-8	.
CCOC(=O)c1ccc(NC(=O)CSc2n[nH]c(-c3ccncc3)n2)cc1	-11	-4
CCN(CC)S(=O)(=O)c1ccc(-c2nnc(SCC(=O)Nc3cc(OC)cc(OC)c3)o2)cc1	6	.
CCN(CC)S(=O)(=O)c1cc(C(=O)Oc2ccccc2OC)ccc1OC	-12	-13
CCCS(=O)(=O)n1nc(-c2ccc(OC)cc2OC)cc1N	.	-4
COc1ccc(NC2CCN(C3CC(=O)N(c4ccc(F)c(Cl)c4)C3=O)CC2)cc1 (centres undefined)	-9	47
COc1cc(C2C(=O)N(C3CCCC3)CC(=O)N2Cc2ccco2)ccc1OC(C)C (centres undefined)	7	9
COCC(C)NC(=O)c1cc(-c2cccc(OC)c2)on1 (centres undefined)	.	-7
O=C(CCCc1nc2ccccc2s1)N1CCN(S(=O)(=O)c2cccs2)CC1	3	-19

Screening data (PubChem BioAssay)
